# Screening results (PubChem)
# Keap1-Nrf2 PPI = Keap1-Nrf2 protein-protein interaction inhibitors, primary screen, biochemical, fluorescence polarization, single point; Keap1 Kelch-Nrf2 peptide fluorescence polarization, 1536-well; inhibition, % at 9.4 µM; actives 0.15% (n = 340,000); in the data active = inhibition above about 12%;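 also: human Keap1 Kelch domain with fluorescein labeled Nrf2 9mer peptide probe; 0% = neutral control wells and 100% = peptide positive control; higher means more block of Keap1 binding to Nrf2 peptide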
# NSD2 inh = NSD2 histone methyltransferase inhibitors, primary screen, biochemical, AlphaScreen, single concentration, set 2; actives 0.54% (n = 310,000); Histone-lysine N-methyltransferase NSD2 (Homo sapiens), O96028; inhibition, % at 12.5 µM; NSD2 peptide methylation, 120 min; in the data active = inhibition above about 50%
# Pemphigus Ab inh = inhibitors of pemphigus antibody binding to DSG3, primary screen, biochemical, bead-based, flow cytometry, scFv-GFP | binding (percent of control), % at 10 µM | DSG3-coupled beads, scFv-anti-DSG3-GFP binding; hits give low values | actives 0.48% (n = 310,000) | AID 588358, 2011;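 active = binding more than 3 SD below its plate's average and above zero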;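 also: hits lower antibody fragment binding to DSG3; some compounds called inactive have numbers as strong as hits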
# V-ATPase pHluor = regulators of yeast V-ATPase proton pumping, primary screen, pHLuorin cytosolic pH fluorescence; AID 504577, 2011; S. cerevisiae; actives 0.37% (n = 350,000); response, % at 10 µM; in the data active = response mostly above about 7.3%, no sharp cut-off; inactive = mostly below about 5.4%; also: actives read high; inactives centre near 0; some compounds called inactive have numbers as strong as hits
# DAGLB inhibitor = DAGLB lipase inhibitors, primary screen, biochemical, fluorescence, HTS | HEK293T DAGLB membrane lysate, EnzChek fluorogenic substrate | inhibition, % at 5.17 µM | actives 0.059% (n = 340,000) | AID 504411, 2011; in the data active = inhibition above about 34%;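 also: 0% = enzyme with vehicle and 100% = wells lacking enzyme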
# Target sequence (Q8NCG7 whole entry, looked up): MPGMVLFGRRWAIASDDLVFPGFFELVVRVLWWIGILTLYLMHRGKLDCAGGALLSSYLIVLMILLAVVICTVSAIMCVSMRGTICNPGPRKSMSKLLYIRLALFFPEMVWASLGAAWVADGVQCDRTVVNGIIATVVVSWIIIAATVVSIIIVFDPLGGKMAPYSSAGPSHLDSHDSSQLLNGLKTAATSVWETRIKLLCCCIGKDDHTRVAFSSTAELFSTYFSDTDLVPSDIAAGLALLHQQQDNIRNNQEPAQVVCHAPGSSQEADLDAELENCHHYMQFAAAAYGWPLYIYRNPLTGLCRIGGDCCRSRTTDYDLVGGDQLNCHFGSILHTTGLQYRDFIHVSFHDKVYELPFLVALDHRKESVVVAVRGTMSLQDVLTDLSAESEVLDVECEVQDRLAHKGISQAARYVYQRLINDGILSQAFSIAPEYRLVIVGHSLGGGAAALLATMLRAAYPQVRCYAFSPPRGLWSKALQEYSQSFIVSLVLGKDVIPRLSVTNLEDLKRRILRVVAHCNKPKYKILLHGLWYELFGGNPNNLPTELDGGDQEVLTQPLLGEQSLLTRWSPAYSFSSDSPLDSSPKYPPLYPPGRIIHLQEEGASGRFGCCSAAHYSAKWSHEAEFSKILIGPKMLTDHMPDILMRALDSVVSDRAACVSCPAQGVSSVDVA
# RTF Ca sens inh = cardiac RTF calcium sensitivity inhibitors, primary screen, biochemical, IANBD-TnC fluorescence, EC70 calcium; IANBD-labeled cardiac RTF, Ca2+ fluorescence; Troponin I, cardiac muscle (Homo sapiens) + Troponin T, cardiac muscle (Homo sapiens) + …; inhibition, % at 7.15 µM; actives 0.12% (n = 340,000); AID 493244, 2011;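 active = inhibition above the mean inhibition of all tested compounds plus 3 SD, cut at about 17% in these data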;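 also: assay run at fixed EC70 calcium of 1.6 mM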
# CAL PDZ FP-1 = untagged CAL PDZ binding inhibitors, primary screen, biochemical, fluorescence polarization, HTS; Golgi-associated PDZ and coiled-coil motif-containing protein (Homo sapiens), Q9HD26; purified CAL PDZ, TMR-peptide fluorescence polarization, 1 h; inhibition, % at 24.9 µM; actives 0.92% (n = 300,000); AID 602252, 2012;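 active = mean inhibition of at least 30% with at least half of replicates also reaching 30%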;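 also: 0% = DMSO neutral control and 100% = excess unlabeled competitor peptide PRC23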
# C-LANA FP = inhibitors of KSHV C-LANA binding to DNA, primary screen, biochemical, fluorescence polarization, FAM-LBS DNA, MBP-C-LANA, single point. actives 0.078% (n = 340,000). Kaposi's sarcoma herpesvirus LANA C-terminal domain (residues 932-1162) DNA binding. inhibition, % at 9 µM. AID 504423, 2011;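 active = highest replicate inhibition at or above 60% at 9 µM, even if other replicates fall short; inactive = all replicates below 60% inhibition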;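 also: 0% = neutral control wells and 100% = 4 µM acridine orange control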
# CAL PDZ FP-2 = CAL PDZ peptide-binding inhibitors, primary screen, biochemical, fluorescence polarization, Cer-tagged CAL PDZ, HTS. AID 504414, 2011. purified CAL PDZ, TMR-peptide fluorescence polarization, 1 h. inhibition, % at 20 µM. actives 0.02% (n = 330,000);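 active = highest replicate inhibition of at least 40%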;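 also: plate controls were DMSO neutral control wells for no effect and unlabeled competitor peptide control wells for full effect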
#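 Material: tagged CAL PDZ protein CerCALP, purified; buffer or medium: sodium phosphate/NaCl buffer pH 7.4 with TCEP, IgG, Thesit; also added: fluorescent TMR peptide probe; schedule: 1 h incubation at room temperature before polarization reading; technique: fluorescence polarization from S- and P-plane intensities, G-factor corrected; control set: unlabelled peptide and DMSO controls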
# Arr AP2 block = inhibitors of beta-arrestin/AP2 binding, primary screen, biochemical, GPCR trafficking, flow cytometry; beta-arrestin 1 C-terminal peptide binding to AP2 beta2-adaptin appendage (human); FITC-arrestin peptide / GST-AP2 beads; AP2 beta2 appendage carries R879A mutation; inhibition, % at 10 µM; actives 0.31% (n = 340,000); AID 504490, 2011;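 active = inhibition above a set limit, near 3 SD of compounds lacking own fluorescence, cut at about 54% in these data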;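 also: plate controls were DMSO wells for no effect and 5 µM unlabelled arrestin peptide for full effect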
#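 Assay system: GST-AP2 R879A bound to glutathione beads, E. coli-expressed; Medium: PBS with 0.05% Tween 20 and 0.1% BSA; Also added: fluorescein-tagged arrestin peptide at 50 nM final; Timing: 12 min plus 1 h, RT; Measured by: flow cytometry, FL1 (488/535 nm); Evaluation: percent drop in bead-associated FITC signal.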
# * marks the source's active call; other numbers are inactive results; nt = not tested or not shown. Only part of the results is shown, so the mix of outcomes need not match the whole.
Keap1-Nrf2 PPI	NSD2 inh	Pemphigus Ab inh	V-ATPase pHluor	DAGLB inhibitor	RTF Ca sens inh	CAL PDZ FP-1	C-LANA FP	CAL PDZ FP-2	Arr AP2 block	Compound
-8	-6	103	4	-27	2	2	-1.6	4.1	0	Cc1ccc(SC(C)C(=O)Nc2ccccc2-c2ccccc2)cc1 (stereo not given)
-3	3	99	-1	5	5	-3	0.1	-2.0	-15	O=C(NNS(=O)(=O)c1ccc([N+](=O)[O-])cc1)c1cnn(-c2ccccc2)c1-n1cccc1
-1	1	99	-5	-1	-4	0	-0.3	0.9	10	COC(=O)c1ccc(NC(=O)COc2ccc(S(=O)(=O)N3CCCCC3)cc2)cc1
-5	2	111	-2	3	-11	-2	-2.2	-1.9	-5	Cc1ccc(-n2c(-c3ccc(Cl)cc3)n[nH]c2=S)c(C)c1
2	-2	104	-3	-2	-8	-2	-0.8	0.1	19	O=C(NCC(=O)N1CCN(S(=O)(=O)c2ccc3c(c2)OCCO3)CC1)c1ccccc1Cl
-1	1	126	-1	1	4	0	-0.9	-1.4	12	O=C1CS/C(=N/N=C/c2ccccc2OS(=O)(=O)c2ccccc2)N1
0	12	103	-2	-8	-3	-2	0.0	-1.7	3	COc1ccc2occ(C(=O)c3cccs3)c2c1
-2	0	nt	3	-1	-2	-2	-0.2	-1.7	-11	Cc1cc(-c2ccc(S(=O)(=O)N(C)Cc3ccccc3)cc2)on1
2	2	102	-4	-3	0	-7	0.3	-2.9	16	COc1ccc(OCCCC(=O)Nc2cc(Cl)ccc2-n2cncn2)cc1
-2	nt	104	2	2	6	-1	1.6	-1.6	20	COc1ccc(-c2ccc3oc(-c4ccsc4)cc(=O)c3c2)cc1F
0	-1	89	-1	-3	7	nt	0.2	-0.8	-5	Oc1ccc2c(c1)c1ccccc1c1ncccc21
3	1	83	3	1	2	0	0.0	-1.7	-1	CC(=O)C1=C(O)C(=O)N(CCC(=O)O)C1c1ccc(Cl)cc1Cl (stereo not given)
-3	-1	nt	0	-1	-2	68*	1.1	-1.9	-4	O=C(C1CC(=O)N(c2ccc3c(c2)OCCO3)C1)N1CCN(S(=O)(=O)c2ccc(F)cc2)CC1 (stereo not given)
3	-2	98	2	-19	-4	nt	-0.7	-1.8	10	COc1cc(Cl)c(C)cc1NC(=O)CN(C)Cc1cccc(OC)c1OC
-3	18	87	5	0	-9	1	1.3	-3.2	6	O=C(CS(=O)(=O)c1ccccc1)Nc1ccccn1
-2	0	106	0	-2	-5	nt	-0.5	-0.9	8	COc1ccc(S(=O)(=O)O/N=C2\CCSc3ccc(C)cc32)cc1
0	nt	112	-2	-6	-4	-6	-1.1	0.2	-3	Cc1nn(-c2ccccn2)c2c1C(=O)CC(C)(C)C2N=[N+]=[N-] (stereo not given)
1	-2	107	0	4	-1	-8	-0.5	-1.0	-4	Cc1cc(C)n2ncc(S(=O)(=O)c3ccccc3)c2n1
-3	13	104	-2	2	-9	-1	0.4	-0.3	-2	COc1ccc(C(=O)OCCN2CCCCC2)cc1
-3	-2	85	-7	2	-9	-3	-0.6	-1.6	-5	COc1ccc(S(=O)(=O)CCC(=O)N2CCN(c3ccc(F)cc3)CC2)cc1
3	4	nt	-5	-1	-4	0	-0.9	-0.1	5	C=CCCOc1ccccc1C(N)=O
-4	16	142	2	-5	-4	nt	1.1	0.7	-2	O=C(c1ccc(Cl)cc1)N1CCC(c2nc(-c3cccs3)no2)CC1
0	-4	92	-4	1	6	-1	-4.3	-2.3	-3	COc1ccc(OC)c(NC(=S)N2CCc3ccccc3C2)c1
0	3	106	-4	1	-7	6	0.0	-0.8	8	O=C(CCN1N=C(c2ccccc2)CCC1=O)NCC1CCCO1 (stereo not given)
-3	-2	119	-3	1	0	-3	1.7	0.0	7	COC(=O)C1(C)NC(c2ccc(F)cc2)C2C(=O)N(c3ccc(C)cc3)C(=O)C21 (stereo not given)

# Twelve neighbouring compounds already listed, quoted:
Keap1-Nrf2 PPI	NSD2 inh	Pemphigus Ab inh	V-ATPase pHluor	DAGLB inhibitor	RTF Ca sens inh	CAL PDZ FP-1	C-LANA FP	CAL PDZ FP-2	Arr AP2 block	Compound
3	-2	98	2	-19	-4	nt	-0.7	-1.8	10	COc1cc(Cl)c(C)cc1NC(=O)CN(C)Cc1cccc(OC)c1OC
-3	18	87	5	0	-9	1	1.3	-3.2	6	O=C(CS(=O)(=O)c1ccccc1)Nc1ccccn1
-2	0	106	0	-2	-5	nt	-0.5	-0.9	8	COc1ccc(S(=O)(=O)O/N=C2\CCSc3ccc(C)cc32)cc1
0	nt	112	-2	-6	-4	-6	-1.1	0.2	-3	Cc1nn(-c2ccccn2)c2c1C(=O)CC(C)(C)C2N=[N+]=[N-] (stereo not given)
1	-2	107	0	4	-1	-8	-0.5	-1.0	-4	Cc1cc(C)n2ncc(S(=O)(=O)c3ccccc3)c2n1
-3	13	104	-2	2	-9	-1	0.4	-0.3	-2	COc1ccc(C(=O)OCCN2CCCCC2)cc1
-3	-2	85	-7	2	-9	-3	-0.6	-1.6	-5	COc1ccc(S(=O)(=O)CCC(=O)N2CCN(c3ccc(F)cc3)CC2)cc1
3	4	nt	-5	-1	-4	0	-0.9	-0.1	5	C=CCCOc1ccccc1C(N)=O
-4	16	142	2	-5	-4	nt	1.1	0.7	-2	O=C(c1ccc(Cl)cc1)N1CCC(c2nc(-c3cccs3)no2)CC1
0	-4	92	-4	1	6	-1	-4.3	-2.3	-3	COc1ccc(OC)c(NC(=S)N2CCc3ccccc3C2)c1
0	3	106	-4	1	-7	6	0.0	-0.8	8	O=C(CCN1N=C(c2ccccc2)CCC1=O)NCC1CCCO1 (stereo not given)
-3	-2	119	-3	1	0	-3	1.7	0.0	7	COC(=O)C1(C)NC(c2ccc(F)cc2)C2C(=O)N(c3ccc(C)cc3)C(=O)C21 (stereo not given)

# (listing goes on)
Keap1-Nrf2 PPI	NSD2 inh	Pemphigus Ab inh	V-ATPase pHluor	DAGLB inhibitor	RTF Ca sens inh	CAL PDZ FP-1	C-LANA FP	CAL PDZ FP-2	Arr AP2 block	Compound
-4	nt	104	1	-4	-7	-1	4.1	-0.9	8	Cc1cccc(NC(=O)c2nc[nH]c2C(=O)N[C@@H](C)C(=O)OCc2ccccc2)c1
6	nt	69	3	-3	-9	5	2.2	-0.2	-1	COc1ccc(-c2cn3c(C)c(C(=O)N4CCN(c5ccc(F)cc5)CC4)sc3n2)cc1
2	0	105	-1	1	-10	-2	-1.3	2.5	3	Cc1ccccc1NC(=O)C(NC1CCCCC1)C(C)C (stereo not given)
-2	-1	99	-5	-1	-5	1	-1.3	0.9	-6	CC(=O)c1ccc(S(=O)(=O)N(C)CC(=O)Nc2cc(C)on2)cc1
-11	2	100	-1	-3	3	5	1.0	-1.4	19	O=C(CSc1nnc(-c2ccccn2)n1Cc1ccco1)c1ccccc1
0	1	92	-6	-1	-6	25	1.3	-1.6	-12	O=C(Nc1nnc(COc2ccccc2)s1)c1ccco1
-1	1	96	1	1	-7	-9	-0.5	-2.0	10	O=c1[nH]c(CSc2ccccc2)nc2c1oc1ccccc12
-3	-2	nt	-2	2	-8	nt	0.4	-0.7	-2	O=C(COC(=O)/C=C/c1cccc(C(F)(F)F)c1)NC(=O)NCc1ccco1
1	-1	nt	0	2	-7	-2	-2.8	0.4	-6	Cc1ccc(C(=O)Nc2c(C)n(C)n(-c3ccccc3)c2=O)cc1S(=O)(=O)N1CCCCC1
-2	9	89	-2	4	-1	-3	0.1	0.2	22	CN(C(=O)CC1C(=O)NCCN1Cc1ccccc1C(F)(F)F)C1CCOCC1 (stereo not given)
1	3	89	-4	-1	2	nt	-0.5	1.2	-3	CCN(CC(=O)Nc1ccc2c(c1)OCCO2)CC(=O)Nc1ccccc1C(F)(F)F
-3	-5	104	1	2	8	-2	0.7	-2.7	-15	COC(=O)c1ccccc1N1CCS(=O)(=O)CC1
1	1	113	4	0	2	-16	-0.1	-0.2	-1	Cc1ccc(NCC(=O)N/N=C/c2cccc(Oc3ccccc3)c2)cc1
-1	-2	100	-1	2	-8	nt	-0.3	-0.9	-8	CN=C1SC(CC(=O)Nc2ccc(N3CCOCC3)cc2)C(=O)N1C (stereo not given)
-2	-1	103	-9	-1	-4	-1	0.7	-2.4	9	O=C(Nc1ccc(Cl)c(S(=O)(=O)N2CCCCC2)c1)C1=COCCO1
nt	-10	96	2	1	nt	nt	nt	nt	nt	Cc1ccc(NC(=O)N2CCOCC2)cc1NC(=O)N1CCOCC1
0	nt	104	-1	0	2	1	-1.0	0.4	3	CC(C)c1ccccc1
-6	-12	102	2	2	-2	nt	-0.1	-3.7	3	O=C(CSc1nnc2scc(-c3ccc(Cl)cc3)n12)NCc1ccc2c(c1)OCO2
-3	5	102	2	2	-5	-2	-0.9	-0.5	2	COc1ccc(CCN2C(=O)NC(NS(=O)(=O)c3ccc(Cl)cc3)(C(F)(F)F)C2=O)cc1OC (stereo not given)
-1	0	112	-1	-2	-1	0	-2.7	-0.8	1	CN(C)/C=C1\N=C(c2ccc(Cl)cc2Cl)OC1=O
1	-1	101	-8	-4	-5	-4	-0.5	-0.5	15	Cc1noc(C)c1COc1ccc(C(=O)OCC(=O)Nc2ccc3ccccc3c2)cc1
-1	nt	94	-2	-1	-2	nt	1.3	-0.4	1	CC(C)Cn1c(CN2CCCCC2C)nc2c1c(=O)n(C)c(=O)n2C (stereo not given)
-1	-4	85	-6	1	-2	-3	1.0	0.1	26	Cc1ccc(-n2ncc3c(=O)n(CC(=O)N4CCN(c5ccccc5F)CC4)cnc32)cc1C
0	-3	95	0	nt	nt	3	0.4	-0.8	26	COc1ccc(C(=O)Nc2cc(C)on2)cc1S(=O)(=O)N1CC(c2ccccc2)CC1=O (stereo not given)
